SW480 rereplic – A quantitative high throughput screen for small molecules that induce DNA re-replication in SW480 colon adenocarcinoma cells | SW480 DNA re-replication, Hoechst DNA content imaging, 48 h | Potency, µM (titrated, usually from 46.1 µM), for inactives: at the highest dose re-replication activation, most hits filed as activators | hit rate 1.8% among 340,000; also: potency is read from the fitted curve at half-maximal effect; % of control where 0% means no effect; nearly all actives have a fitted effect of over 55% in size
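250 cells/well; 23 nL cpd via pin tool; 48 hr, 37 C, 5% CO2; Hoechst 40 min; imager read of total nuclear intensity, ex 405/em 500-530 nm.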
ATXN2 expr inh – Primary qHTS for Inhibitors of ATXN expression; HEK-293 ATXN2-luciferase reporter, luminescence, 24 h; hit rate 0.72% among 360,000; Potency, µM (titrated, usually from 57 µM), for the others: at the highest dose activity change, negative = inhibition, hits mostly inhibitors; also: potency is read from the fitted curve at half-maximal effect; % is scaled to controls: 0 for no effect and ±100 for the full control effect; nearly all actives have a fitted effect of over 55% in size
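ATXN2-luciferase reporter cells (luciferase flanked by upstream and downstream ATXN2 gene portions) were treated 24 h at 37 °C with compounds at up to 57 uM. SteadyGlo luminescence gave expression; GF-AFC fluorescence gave viability.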
HT1080-NT tox – qHTS for induction of synthetic lethality in tumor cells producing 2HG: qHTS for the HT-1080-NT fibrosarcoma cell line | HT-1080-NT fibrosarcoma viability, CellTiter-Glo ATP luminescence, 48 h | Potency, µM (top dose mostly 46.1 µM), for inactives: at the top dose activity, negative = less viability, usual class: cytotoxic | hit rate 1.6% among 360,000;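 also: NT is the 2HG producing partner of a matched IDH1 knockdown line; potency is read from the fitted curve at half-maximal effect; 0% = DMSO-treated cells and -100% = media-only wells without cells; nearly all actives have a fitted effect of over 55% in size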
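Compounds were tested in concentration-response format on HT-1080-NT cells for 48 hours at 37 degrees C. Cell viability came from CellTiter-Glo luminescence; curves were classified by r2, response magnitude and activity.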
HT1080 IDH1KD tx – qHTS for induction of synthetic lethality in tumor cells producing 2HG: qHTS for the HT-1080-IDH1KD cell line. HT-1080 IDH1 knockdown viability, ATP luminescence, 48 h. Potency, µM (highest dose often 46.1 µM), for inactives: at the highest dose activity, negative = toxicity, hits mostly cytotoxic. hit rate 2% among 360,000. AID 686971, 2013;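 also: potency is read from the fitted curve at half-maximal effect; 0% = DMSO wells and -100% = cell-free medium wells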
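HT-1080-IDH1KD cells (IDH1 knocked down), 750/well in RPMI with 5% FBS, treated with compound 48 h at 37 degrees C. Viability by CellTiter-Glo luminescence, normalised to DMSO and no-cell wells; concentration-response curves classed.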
KB-3-1 tox – qHTS assay for MDR1-selective chemotherapeutics: Primary screen using the parental adenocarcinoma cell KB-3-1; KB-3-1 viability, CellTiter-Glo ATP luminescence, 72 h; Potency, µM (top dose mostly 46.1 µM), for the others: at the highest dose activity change, negative = cytotoxic, most hits filed as cytotoxic; hit rate 1.4% among 400,000; AID 1347075, 2019; also: potency is read from the fitted curve at half-maximal effect; % is scaled to controls: 0 for no effect and ±100 for the full control effect; nearly all actives have a fitted effect of over 60% in size
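Parental KB-3-1 viability, qHTS format: 72 h compound exposure, 37 °C; CellTiter-Glo; media-only wells and DMSO plates as controls; concentration-effect fits on corrected data.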
S2 tox – Viability Counterscreen for Primary qHTS for Inhibitors of ATXN expression | hit rate 0.49% among 400,000 | Potency, µM (highest dose often 56.7 µM), hits mostly cytotoxic | S2 cells (HEK-293 line with an ATXN2-luciferase reporter) viability, CellTiter-Fluor protease fluorescence, 24 h; also: potency is read from the fitted curve at half-maximal effect; nearly all actives have a fitted effect of over 40% in size
IL-1B inflam inh – qHTS for Inhibitors of Inflammasome Signaling: IL-1-beta AlphaLISA Primary Screen; THP-1 LPS/ATP IL-1B secretion, AlphaLISA, 16 h; active compounds read low; activity change, % at 57.5 µM; hit rate 4.7% among 360,000; in the data active = activity change below about -50%; inconclusive = mostly about -30% to -49%; also: % is scaled to controls: 0 for no effect and ±100 for the full control effect
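Secreted IL-1B measured by AlphaLISA bead assay after 16 h compound exposure of THP-1 cells; compounds (final up to 57.5 uM) added 1 h before LPS (250 ng/mL) and ATP (1.25 mM) stimulation; lower signal means less secretion.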
MCF10A rereplic – A quantitative high throughput screen for small molecules that induce DNA re-replication in MCF 10a normal breast cells | MCF 10A DNA re-replication, Hoechst nuclear intensity, 48 h | Potency, µM (top dose mostly 46.1 µM), for the others: at the top dose activity, positive = re-replication, hits mostly activators | hit rate 2.9% among 350,000 | AID 624296, 2012; also: potency is read from the fitted curve at half-maximal effect; % of control where 0% means no effect; nearly all actives have a fitted effect of over 50% in size
KB-V1 cytotox – qHTS assay for MDR1-selective chemotherapeutics: Primary screen using the drug-selected MDR subline cells KB-V1; KB-V1 MDR cells viability, CellTiter-Glo, 72 h; hit rate 3.4% among 400,000; AID 1347076, 2019; Potency, µM (highest dose often 46.1 µM), without a hit: at the top dose activity change, negative = cytotoxicity, hits mostly cytotoxic; also: potency is read from the fitted curve at half-maximal effect; % is scaled to controls: 0 for no effect and ±100 for the full control effect; nearly all actives have a fitted effect of over 60% in size
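qHTS viability screen in drug-selected KB-V1 MDR cells: 72 h compound treatment at 37 degrees C, ATP luminescence end point.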
Active calls of the source: *; i = inactive; ? = inconclusive; nt = no result given; [ ] = another dose, or the depositor's remark. Unless noted, calls follow the shape of the dose curve; as a rule, active = well fitted curve in the direction sought with a large enough effect; inconclusive = small, poorly fitted or top-dose-only effect, or another doubt; inactive = no such curve, though single readings can be large; an effect the other way counts as inactive or inconclusive.

Molecule,SW480 rereplic,ATXN2 expr inh,HT1080-NT tox,HT1080 IDH1KD tx,KB-3-1 tox,S2 tox,IL-1B inflam inh,MCF10A rereplic,KB-V1 cytotox
O=C(CN1C(=O)CSCC1=O)NCc1ccc(F)cc1,1%,nt,4%,15%,2%,i,4,0%,0%
Cc1cc([N+](=O)[O-])cc([N+](=O)[O-])c1NCC(C)C,-2%,-8%,-8%,-10%,-10%,i,-2,?,-1%
Cc1ccc(C)c(Cn2nnc3c(=O)[nH]c(C4CCN(C(=O)c5ccco5)CC4)nc32)c1,-2%,31%,-8%,-3%,2%,i,-6,8%,-15%
COC(=O)c1ccc(C(NC(=O)OCc2ccccc2)/C(F)=C/[C@@H](C)C(=O)O)cc1 (some centres not stated),?,14%,7%,11%,0%,i,11,-3%,-5%
CCOc1ccccc1OCCCC(=O)N1CCN(S(=O)(=O)c2ccc(C)cc2)CC1,3%,6%,0%,9%,-10%,i,-20,10%,0%
O=C(CSC1=Nc2ccccc2N=C(c2ccc(F)cc2)C1)NCc1ccc(Cl)cc1,nt,-28%,nt,nt,-1%,?,nt,nt,-5%
CC(C)(C)OC(=O)N1CCCC(C(=O)Nc2ccc(C(=O)NCc3ccccc3)cc2)C1 (configuration not stated),-51%[inhibitor],3%,6%,8%,0%,i,-4,21%,0%
Cc1ccccc1-n1c(-c2ccc(Cl)cc2)cnc1SCC(=O)NC1CCS(=O)(=O)C1 (configuration not stated),-2%,6%,-6%,2%,4%,i,5,10%,18µM*
CC(=O)Nc1ccc(-c2cn3c(n2)SCC3)cc1,-1%,17%,2%,3%,0%,i,-18,-18%,21%
CCn1cc(C(=O)NCc2ccc(Cl)cc2)c(=O)c2cc(S(=O)(=O)N3CCOCC3)ccc21,-11%,-4%,-10%,-1%,-27%,i,-1,13%,-14%
CCOC(=O)C1(C)CCN1C(=O)c1cc(C)oc1C (configuration not stated),nt,-3%,21%,4%,3%,i,-9,nt,-14%
CCOC(=O)C1CN(S(=O)(=O)c2cccs2)c2ccc(CC(=O)OC)cc2O1 (configuration not stated),-5%,5%,21%,12%,4%,i,-17,0%,?
COCC(=O)N(Cc1ccc(OC)cc1)Cc1nc2ccccc2c(=O)[nH]1,1%,0%,1%,11%,3%,i,6,1%,6%
O=C(CCCN1C(=O)c2cccc3cccc(c23)C1=O)NC1CCS(=O)(=O)C1 (configuration not stated),-1%,-25%,8%,0%,0%,i,-24,19%,-4%
O=C(c1ccc2c(c1)OCO2)C1CCCN(Cc2cccc(C(F)(F)F)c2)C1 (configuration not stated),0%,-14%,6%,17%,4%,i,15,?,-22%
CCCC(=O)c1cn(CC(=O)OC)c2ccccc12,-7%,6%,5%,8%,0%,?,19,-6%,10%
O=C(Cn1cnc2ccccc21)N1CCN(S(=O)(=O)c2ccccc2)CC1,-4%,-18%,10%,22%,4%,nt,43,0%,-31%
CC(C)OCCCN1CC(=O)N2C(c3ccccc3)c3[nH]c4ccccc4c3C[C@H]2C1=O (some centres not stated),12%,-26%,-28%,-3%,6%,i,-62*,3%,13%
CC1(C)CC(=O)C2=C(C1)Nc1ccccc1NC2c1cccnc1 (configuration not stated),0%,-2%,1%,8%,4%,i,-13,4%,?
Cc1cccc(/N=C/c2c(O)c3ccccc3oc2=O)n1,1%,0%,?,?,3%,i,17,25%,-3%

Grouped by structure, those above containing a halogen.
Molecule,SW480 rereplic,ATXN2 expr inh,HT1080-NT tox,HT1080 IDH1KD tx,KB-3-1 tox,S2 tox,IL-1B inflam inh,MCF10A rereplic,KB-V1 cytotox
O=C(CN1C(=O)CSCC1=O)NCc1ccc(F)cc1,1%,nt,4%,15%,2%,i,4,0%,0%
COC(=O)c1ccc(C(NC(=O)OCc2ccccc2)/C(F)=C/[C@@H](C)C(=O)O)cc1 (some centres not stated),?,14%,7%,11%,0%,i,11,-3%,-5%
O=C(CSC1=Nc2ccccc2N=C(c2ccc(F)cc2)C1)NCc1ccc(Cl)cc1,nt,-28%,nt,nt,-1%,?,nt,nt,-5%
Cc1ccccc1-n1c(-c2ccc(Cl)cc2)cnc1SCC(=O)NC1CCS(=O)(=O)C1 (configuration not stated),-2%,6%,-6%,2%,4%,i,5,10%,18µM*
CCn1cc(C(=O)NCc2ccc(Cl)cc2)c(=O)c2cc(S(=O)(=O)N3CCOCC3)ccc21,-11%,-4%,-10%,-1%,-27%,i,-1,13%,-14%
O=C(c1ccc2c(c1)OCO2)C1CCCN(Cc2cccc(C(F)(F)F)c2)C1 (configuration not stated),0%,-14%,6%,17%,4%,i,15,?,-22%

Carrying on:
Molecule,SW480 rereplic,ATXN2 expr inh,HT1080-NT tox,HT1080 IDH1KD tx,KB-3-1 tox,S2 tox,IL-1B inflam inh,MCF10A rereplic,KB-V1 cytotox
COc1ccc(/C=C2\SC(=O)N(CCNC(=O)C3=COCCO3)C2=O)cc1,10µM*,23%,7.3µM*,7.3µM*,2.9µM*,?,15,1.8µM*,2.6µM*
CCOC(=O)NCCOC(=O)Nc1ccc(Cl)cc1,1%,nt,4%,10%,0%,i,4,-2%,-16%
CCOc1ccc(C(=O)N2CCN(c3ncccn3)CC2)cc1,-2%,nt,5%,5%,1%,i,-7,-2%,1%
Cc1cc(C)c(S(=O)(=O)Nc2ccccc2C(=O)N2CCOCC2)c(C)c1,2%,-7%,18%,10%,-3%,i,-8,4%,-4%
CCCCCCn1c(-c2cccs2)n[nH]c1=S,1%,0%,-7%,-7%,?,i,-6,3%,?
Cn1cc(-c2cccc(Cl)c2)cc(C#N)c1=O,2%,-12%,0%,5%,-7%,i,36,11%,-2%
O=C1[C@@H]2Cc3ccccc3CN2C(=O)N1c1cccc(F)c1,-4%,20%,27%,0%,5%,i,-25,16%,6%
Cc1ccccc1C(=O)NNC(=O)C1CCN(C(=O)Nc2ccccc2)CC1,-32%[inhibitor],-17%,-6%,-8%,3%,i,12,?,30%
COc1ccc(C2CC(=O)Oc3c(C(CCN4CCCC(C)C4)c4ccc(N(C)C)cc4)c(OC)cc(OC)c32)cc1 (configuration not stated),3%,-1%,9%,-1%,11%,8.9µM*,-11,-28%,?
CCOC(=O)c1sc2ccc(S(=O)(=O)N3CC(C)CC(C)C3)cc2c1N (configuration not stated),-47%[inhibitor],-1%,-10%,5%,-22%,i,18,-6%,?
COc1cccc(-c2cnc3c(NC(C)=O)cc(-c4cccc(NS(C)(=O)=O)c4)cn23)c1,nt,?,?,?,0%,nt,43,nt,-18%
CSc1ccccc1NC(=O)NCCCl,-6%,10%,?,14%,-5%,i,1,?,-9%
C=CCNc1nc(-c2ccc(O)c(C(N)=O)c2)cs1,?,0%,1%,3%,8%,i,-7,?,1%
O=C1CCC(c2ccccc2)N1c1ccccc1 (configuration not stated),-8%,1%,21%,18%,0%,?,18,-1%,-25%
CC(C)c1nc(SCC(=O)Nc2cccc(C(=O)O)c2)c2c3c(sc2n1)CCCC3,-14%,184%[activator],?,-14%,7%,?,31,1%,10%
COCCCNc1nc2ccccc2nc1NS(=O)(=O)c1ccc(OC)cc1,-1%,-15%,-3%,8%,4%,i,20,-3%,-10%
CC1CCN(S(=O)(=O)c2ccc(NC(=O)CN3CCN(c4ccccc4)CC3)cc2)CC1,7%,2%,?,0%,-8%,i,0,4%,-9%
Cc1ccccc1OCCNc1cc(N2CCN(CCO)CC2)ccc1[N+](=O)[O-],0%,-20%,?,15µM*,0%,?,-76*,18%,?
Cc1c(CC(=O)N2CCN(C(=O)C3COc4ccccc4O3)CC2)c(=O)oc2cc(O)ccc12 (configuration not stated),?,-19%,-2%,1%,10%,?,7,0%,-11%
CC(NC(=O)COC(=O)C1CCN(S(=O)(=O)c2ccccc2C(F)(F)F)CC1)c1ccccc1 (configuration not stated),-9%,-1%,13%,13%,15%,i,16,?,-6%

The results go on.
Order of results: SW480 rereplic | ATXN2 expr inh | HT1080-NT tox | HT1080 IDH1KD tx | KB-3-1 tox | S2 tox | IL-1B inflam inh | MCF10A rereplic | KB-V1 cytotox
COc1cc(/C=C2/C(=O)N(c3ccc(C(=O)O)cc3)N=C2C)cc(OC)c1O
  7% | -11% | 0% | 15% | 5% | i | 12 | 4% | 22%
COc1cccc2cc(C(=O)N3CCCc4ccccc43)oc12
  -2% | 1% | 0% | 0% | -15% | i | -4 | ? | ?
COC(=O)CN1C(=O)C(C)(C)Oc2ccc(C(=O)NC3CCCC3)cc21
  -2% | -9% | -11% | -19% | 0% | i | 31 | 1% | -24%
Cc1cc(C)n(CC(=O)N/N=C/c2ccc(C)o2)n1
  -18% | nt | 6% | -1% | 8% | nt | 4 | 0% | 8%
Cc1onc(-c2ccccc2)c1C(=O)Oc1ccccc1
  -13% | -13% | ? | 11% | 3% | i | 18 | -1% | 5%
COc1cc(C(C#N)N2N=C(c3ccccc3)CC2c2ccccc2)ccc1O (configuration not stated)
  14% | 48%[activator] | -1% | 10% | 18% | i | 0 | ? | 12%

Screening results deposited in PubChem BioAssay by National Center for Advancing Translational Sciences (NCATS).
